Kir21 inh: inhibitors of mouse Kir2.1 inward-rectifier potassium channel; AID 1672; P35561; B-score at 10 µM; HEK293-Kir2.1, FluxOR thallium flux fluorescence; stronger effect = lower value; hit rate 0.85% among 310,000;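 active = fluorescence ratio B-score at or below minus 3 SD of library scores, with starting-brightness B-score within 2 SD, cut at about -4.2 in these data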;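 also: channel flux triggered by added potassium and thallium sulfate stimulus; B-score of peak minus minimum fluorescence over baseline after thallium stimulus; more negative B-score means stronger Kir2.1 block with less thallium influx; some compounds called inactive have numbers as strong as hits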
KCNQ2 inh: KCNQ2 potassium channel inhibitors, primary screen, cell-based, CHO-K1, FluxOR thallium flux, B-score (AID 2156). B-score at 10 µM. hit rate 1.1% among 310,000. 20 min; stronger effect = lower value. O88943;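 active = fluorescence ratio B-score at most minus 3 library SDs, with starting brightness B-score within 2 library SDs, cut at about -5.5 in these data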
Target sequence (O88943 whole entry, looked up): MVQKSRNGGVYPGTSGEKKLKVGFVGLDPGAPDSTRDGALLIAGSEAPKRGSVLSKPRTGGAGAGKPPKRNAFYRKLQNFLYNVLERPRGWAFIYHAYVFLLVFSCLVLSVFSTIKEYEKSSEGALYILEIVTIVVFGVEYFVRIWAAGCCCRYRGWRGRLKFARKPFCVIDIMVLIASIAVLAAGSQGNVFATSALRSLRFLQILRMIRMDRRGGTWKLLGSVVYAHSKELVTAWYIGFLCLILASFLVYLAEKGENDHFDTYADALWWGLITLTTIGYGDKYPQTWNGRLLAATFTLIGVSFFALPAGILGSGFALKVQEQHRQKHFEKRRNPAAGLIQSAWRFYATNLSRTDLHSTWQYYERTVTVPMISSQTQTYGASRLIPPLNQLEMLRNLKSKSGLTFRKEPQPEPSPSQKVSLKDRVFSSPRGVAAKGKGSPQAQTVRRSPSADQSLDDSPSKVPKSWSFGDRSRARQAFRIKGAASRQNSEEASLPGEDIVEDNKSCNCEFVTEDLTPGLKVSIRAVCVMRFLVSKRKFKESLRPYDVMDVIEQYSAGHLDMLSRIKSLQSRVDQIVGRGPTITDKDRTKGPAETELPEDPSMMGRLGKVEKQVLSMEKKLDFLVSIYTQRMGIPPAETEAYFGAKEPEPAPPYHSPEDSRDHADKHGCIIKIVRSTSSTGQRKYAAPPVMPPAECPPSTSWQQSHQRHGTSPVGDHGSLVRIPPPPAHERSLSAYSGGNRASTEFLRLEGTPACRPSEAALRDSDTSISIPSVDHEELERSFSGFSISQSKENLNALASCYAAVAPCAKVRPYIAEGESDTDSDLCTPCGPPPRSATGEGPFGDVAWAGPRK
Starred values were filed as active, the others as inactive; i = inactive.

Sample of the layout, 3 compounds:
Values in the order: Kir21 inh | KCNQ2 inh
- N#CC1(Nc2cccc(Br)c2)C(=O)Nc2ccccc21 (stereo unspecified)
  -1.1 | i
- CCCCOC(=O)c1[nH]c2c(c1C)C(=O)CC(c1cc(OC)c(OC)c(OC)c1)C2 (stereo unspecified)
  -0.59 | i
- COc1ccc(C(=O)N2CCN(CCNC(=O)C(=O)Nc3ccc(F)cc3)CC2)cc1OC
  0.34 | i

All compounds of this part, repeating the preview:
Values in the order: Kir21 inh | KCNQ2 inh
- N#CC1(Nc2cccc(Br)c2)C(=O)Nc2ccccc21 (stereo unspecified)
  -1.1 | i
- CCCCOC(=O)c1[nH]c2c(c1C)C(=O)CC(c1cc(OC)c(OC)c(OC)c1)C2 (stereo unspecified)
  -0.59 | i
- COc1ccc(C(=O)N2CCN(CCNC(=O)C(=O)Nc3ccc(F)cc3)CC2)cc1OC
  0.34 | i
- COc1ccc(C2C(C(C)=O)=C(C)N=c3s/c(=C\c4cc(C)n(C)c4C)c(=O)n32)c(OC)c1 (stereo unspecified)
  -3.2 | i
- O=C1CC(N2CCCCCC2)C(=O)N1c1ccc(F)cc1 (stereo unspecified)
  -0.86 | i
- O=C(Cn1c(NCCO)nc2ccccc21)c1cccs1
  2.1 | i
- O=S1(=O)CCOCCCN1Cc1cccc(F)c1
  -0.03 | i
- CC(OC(=O)CN1C(=O)NC2(CCCC2)C1=O)C(=O)Nc1cccc(Cl)c1Cl (stereo unspecified)
  -0.09 | i
- Cc1c(C(=O)N2CCOCC2)c(S(=O)(=O)Nc2ccc(OC(F)(F)F)cc2)c(C)n1C
  -0.1 | i
- CCn1cc(CNC(=O)CCc2ccc(OC)cc2)cn1
  0.13 | i
- COc1ccc(NC(=O)c2cc3nc(-c4ccccc4)cc(-c4ccccc4)n3n2)c(OC)c1
  0.25 | i
- CC(NC(c1ccccc1)c1ccccc1)C(=O)N1CCCc2ccccc21 (stereo unspecified)
  3 | i
- CCn1c(SCC(=O)n2c(C)c(C)c3ccccc32)nnc1-c1ccco1
  1 | i
- O=S(=O)(Nc1nccs1)c1ccc(NCc2cc(Br)cc(Br)c2O)cc1
  -0.06 | i
- O=C(c1ccc(CNS(=O)(=O)c2cccc(C(F)(F)F)c2)cc1)N1CCOCC1
  -1.2 | i
- COc1ccccc1NS(=O)(=O)c1ccc2oc(N)nc2c1
  -4.3* | i
- O=C(NC1CCCCC1)C(c1cccs1)N(C(=O)Cc1c[nH]c2ccccc12)c1ccc(F)cc1 (stereo unspecified)
  0.41 | -6.8*
- O=C(NNS(=O)(=O)c1ccc(F)cc1)c1ccccc1F
  -1.2 | i
- COc1cc(S(=O)(=O)Nc2ccc(C)cc2)ccc1N=Cc1c(C)[nH]n(-c2ccc(C)cc2)c1=O
  0.52 | i
- O=C(O)c1ccc(Oc2ccccc2)o1
  -1.2 | i
- CCN1CCN(c2ccc(S(=O)(=O)N3CCCCC3)cc2NC(=O)c2cccc(Cl)c2)CC1
  1.9 | i
- CSc1nsc(SCC(=O)NC2CCCCC2)n1
  -0.57 | i
- CCOc1ccc(CN2CCNC(=O)C2CC(=O)NC2CCOCC2)cc1 (stereo unspecified)
  -0.48 | i
- COc1ccccc1CNC(=O)COC(=O)CCC(=O)c1cccs1
  -0.17 | i
- CCOC(=O)c1sc(=S)n(C)c1NC(=O)c1cccc(Br)c1
  1.7 | i
- COC(=O)c1ccc(NC(=O)CSc2nc(C)cc(=O)[nH]2)cc1
  -0.88 | i
- COc1cccc(OC)c1NC(=O)C1CCCN1C(=O)Nc1cccc(Cl)c1 (stereo unspecified)
  1.2 | i
- CC1CCN(C(=O)C2CCC(=O)N(Cc3ccc(Cl)cc3)C2)CC1 (stereo unspecified)
  0.89 | i
- Cc1ccc(S(=O)(=O)Nc2cccc(-n3cnnn3)c2)cc1C(=O)O
  2 | i
- O=C(Nc1cccc(S(=O)(=O)N2CCCCC2)c1)c1ccccc1NS(=O)(=O)c1ccc(F)cc1
  0.04 | i
- CNCC(=O)Nc1ccc(OC(F)(F)F)cc1
  0.9 | i
- Cc1nn(CC(=O)N2CCC(C(N)=O)CC2)c(=O)c2nn(-c3ccccc3)c(C)c12
  0.33 | i
- CCS(=O)(=O)Nc1cccc(C2=NN(S(=O)(=O)c3ccc(C)cc3)C(c3cccs3)C2)c1 (stereo unspecified)
  1 | i
- CS(=O)(=O)c1ccc2nc(NC(=O)c3ccc(S(=O)(=O)NCC4CCCO4)cc3)sc2c1 (stereo unspecified)
  2.4 | i
- N#CCC(CNc1ncc(C(F)(F)F)cc1Cl)OC(=O)c1cccc(C(F)(F)F)c1 (stereo unspecified)
  -0.33 | i
- COc1ccc(C)cc1NC(=O)C(NC(=O)c1cc(OC)c(OC)c(OC)c1)C(C)C (stereo unspecified)
  -0.24 | i
- C=C(C)[C@H]1CC=C(C)/C(=N/NC(=O)CNc2ccccc2OC)C1
  -2.8 | i
- O=C(/C=C/Nc1ccc(Nc2ccccc2)cc1)c1cccs1
  -1.1 | -7.3*
- COc1ccc(-n2cc(CNCCc3cscn3)c(-c3ccccc3Cl)n2)cc1
  -4.1 | i
- CC(=O)Nc1ccc(S(=O)(=O)N2CN(c3ccc(C)cc3)c3nc4ccccc4nc32)cc1
  -0.01 | i
- COc1ccc(OCCC(=O)NC2=NCCS2)cc1
  -0.24 | i
- Cc1ccc(S(=O)(=O)N2CCSC2C(=O)O)cc1 (stereo unspecified)
  1.9 | i
- Cc1ccc(S(=O)(=O)C2(C(=O)N3CCN(C4CCCCC4)CC3)CC2)cc1
  -0.52 | i
- COCCNC(=O)CSc1nc2scc(-c3ccccc3)c2c(=O)[nH]1
  -1.2 | i
- COC(=O)c1sc(NC(=O)COc2cccc3ccccc23)nc1C
  1.6 | i
- Cc1noc(C)c1C(c1ccccc1)S(=O)(=O)c1ccccc1 (stereo unspecified)
  0 | i
- COc1ccc(C(C)NC(=S)NCc2ccc(F)cc2)cc1 (stereo unspecified)
  -5.5 | i
- CCOc1ccc(C(=O)c2cnc3ccccc3c2N2CCN(CC)CC2)cc1
  -1.1 | i
- COc1cccc(-c2ccc3nnc(SCC(=O)N4CCCC4)n3n2)c1
  2 | i
- NS(=O)(=O)c1cccc(NC(=O)c2cccc(Oc3ccccc3)c2)c1
  -0.21 | i
- O=C(CCc1ccc(O)c(O)c1)NNC(=S)Nc1ccc(Br)cc1Cl
  -0.24 | i
- COc1ccc(C(=O)OCC(=O)Nc2cc(S(=O)(=O)N3CCOCC3)ccc2N2CCCC2)cc1
  2 | i
- COc1ccc(OC)c(C(O)c2nc3ccccc3n2C(C)C)c1 (stereo unspecified)
  -0.02 | i
- O=C(O)c1ccc(CNC(=O)c2ccc(C(F)(F)F)cc2)cc1
  1.3 | i
- FC(F)(F)c1ccc(N2CCOCC2)c(Nc2nc3ccccc3n3cnnc23)c1
  0.63 | i
- CN(C(=O)COC(=O)c1cc2c(s1)CCCCC2)c1ccccc1
  0.06 | i
- O=C(Nc1ccc(N2C(=O)C3C4C=CC(C4)C3C2=O)cc1)Nc1nnc(C(F)(F)F)s1 (stereo unspecified)
  0.86 | i
- O=C(O)CCSc1nnc(-c2cccnc2)n1-c1ccccc1
  0.21 | i
- Cc1ccc(C(=O)NCc2ccc3c(c2)OCO3)cc1Cl
  -0.57 | i
- O=C(c1cnn(-c2ccccc2)c1)c1ccccc1O
  1.4 | i

(listing goes on)
Values in the order: Kir21 inh | KCNQ2 inh
- COc1ccc(CCN(C)C(=O)CN2C(=O)NC3(CCCc4ccccc43)C2=O)cc1OC (stereo unspecified)
  1.6 | i
- Cc1oc2ccc(OC(=O)COc3c(F)c(F)c(F)c(F)c3F)cc2c1C(=O)OC(C)C
  -0.12 | i
- CCS(=O)(=O)N1CCN(c2ccc([N+](=O)[O-])c(NCc3ccccc3)c2)CC1
  -2.2 | i
- COc1ccc(CNC(=O)Cc2c[nH]c3ccccc23)cc1OC
  0.03 | i
- Cc1ccc(S(=O)(=O)N2CCN(CC(=O)N/N=C/c3ccc(Br)s3)CC2)cc1
  -0.33 | i
- COCCCN1C(=O)c2ccccc2C1C(=O)NC1CCCCCC1 (stereo unspecified)
  -0.68 | i
- NC(=S)Cc1nc2n(n1)Cc1ccccc1-2
  0.11 | i
- CCOC(=O)c1sc2ncnc(NCc3ccco3)c2c1C
  -1.2 | i
- COC(=O)CSc1nc2cc3c(cc2cc1C#N)OCO3
  1.4 | i
- O=C(Nc1cccc(C(=O)O)c1)/C(=C/c1ccccc1)NC(=O)c1cccc(Br)c1
  1.6 | i
- CCOC(=O)C1=C(CC)Nc2ccccc2N=C1NC(=O)c1ccc(S(=O)(=O)N(C)C)cc1
  -0.99 | i
- CCOCC(=O)Nc1cc(Cl)c(OC)cc1OC
  -0.96 | i
- COc1ccc(N2CCN(C(=O)COC(=O)c3ccc(C)o3)CC2)cc1
  -0.03 | i
- Cc1c(Cc2ccccc2)sc(N)c1C(N)=O
  0.29 | i
- CCN(CCN(C)C)C(=O)Cn1ncc2c1-c1cc(C)ccc1OC2
  0.01 | i
- CCOC(=O)c1ccc(NC(=S)NCCCN2CCOCC2)cc1
  -0.85 | i
- CCOC(=O)C1=C(C)N(CCCCCC(=O)O)C(=O)NC1c1ccccc1OS(=O)(=O)c1ccc(C)cc1 (stereo unspecified)
  1.4 | i
- Cc1cn(C2OC(CC(=O)Oc3ccccc3)C(O)C2O)c(=O)[nH]c1=O (stereo unspecified)
  0.05 | i
- Clc1ccc(/C=N/c2c(-c3ccco3)nc3ccccn23)cc1
  0.18 | i
- COc1ccc(NC(=O)CN(C)C(=O)c2ccc(N3CCOCC3)c([N+](=O)[O-])c2)cc1
  -0.71 | i
- Cc1ccc(Nc2ccc(S(=O)(=O)N3CCOCC3)cc2[N+](=O)[O-])c(C)c1
  -1.4 | i
- N#Cc1ccccc1/C=N/Nc1nc(-c2ccccc2)c2cc(Cl)ccc2n1
  0.7 | i
- S=c1nccc(-c2cccs2)[nH]1
  0 | i
- C=CC[C@]12C=C(OC)C(=O)C(OC)=C1O[C@@H](c1ccc3c(c1)OCO3)[C@H]2C
  0.76 | i
- COC(=O)c1ccccc1NC(=O)c1ccc(F)cc1
  -0.13 | i
- CCC(=O)c1cn(CC(=O)Nc2cccc(C)c2)c2ccccc12
  -0.14 | i
- CC(C)NCCCOc1ccc(Cl)cc1Br
  -1.3 | i
- COc1cc2[nH]c(C(=O)N(C)C3CCS(=O)(=O)C3)cc2c(OC)c1OC (stereo unspecified)
  0.05 | i
- COc1cccc(NC(=S)N(Cc2cccc(Br)c2)CC2CCC(C(=O)O)CC2)c1 (stereo unspecified)
  -1 | i
- O=C(c1cc([N+](=O)[O-])cc([N+](=O)[O-])c1)N(Cc1nnc(-c2ccccc2Cl)o1)C1CC1
  0.41 | i
- O=C(c1ccco1)N1CCN(C(=O)c2cccs2)CC1
  2.5 | i
- COCCn1c(-c2ccc3ccccc3c2)nc2c1c(=O)[nH]c(=O)n2CC(C)C
  1 | i
- Cc1ccccc1-c1nc(CS(=O)(=O)CC(=O)NCCCN2CCN(C)CC2)c(C)o1
  -0.05 | i
- COc1ccc(N2CCN(C(=O)C3CCN(C(=O)c4ccc([N+](=O)[O-])cc4)CC3)CC2)cc1
  -2.2 | i
- CCCc1cc(=O)oc2cc(C)cc(OCC(=O)NC(Cc3ccc(Cl)cc3)C(=O)O)c12 (stereo unspecified)
  -0.73 | i
- CCc1nc(Nc2ccccc2O)c2oc3ccccc3c2n1
  0.04 | i
- COC(=O)c1sc2nc3c(cc2c1N)CCCC3
  -0.22 | i
- Cc1cccc(NC(=O)CCNC(=O)c2ccc(Br)cc2)c1C
  -0.71 | i
- FC(F)Sc1ccc(NC(=S)NC(c2ccccc2)c2ccccc2)cc1
  -0.05 | i
- COc1ccc(NC(=O)c2ccc(CN3CCc4ccccc4C3)cc2)cc1OC
  -1.5 | i
- CN(Cc1ccccc1)C(=O)CN(Cc1ccccc1)S(C)(=O)=O
  0.55 | i
- Cc1nn(C(C)C(=O)NCc2ccccc2Cl)c(=O)c2c1sc1ccccc12 (stereo unspecified)
  -0.48 | -7.8*
- CC(C)Oc1ccc(C2CC(=O)N(c3ccc(C(=O)O)cc3)C2=O)cc1 (stereo unspecified)
  0.99 | i
- CC(=O)c1ccc2c(c1)N(C)c1ccccc1S2
  0.82 | i
- O=C(NCc1ccccn1)C1CCN(S(=O)(=O)c2cccs2)CC1
  -0.24 | i
- CCOC(=O)Cc1csc(NC(=O)c2ccc(Cl)nc2)n1
  1 | i
- O=C1NC2(CCCCC2)N=C1c1ccccc1
  0.64 | i
- COc1ccc(NC(=O)CN2C(=O)COc3ccc(S(=O)(=O)N4CCCCCC4)cc32)cc1
  -0.23 | i
- O=C(Nc1nnc(S(=O)(=O)N2CCOCC2)s1)c1ccc(Cl)cc1
  -0.89 | i
- Cc1nc2nc(SCC(=O)NCCCN3CCCCCC3)nn2c(C)c1Cc1ccccc1Cl
  -1.1 | i
- O=C(CCN1CCc2ccccc2C1)Nc1ccc(F)c(F)c1
  -0.84 | i
- Cc1ccc(Cl)cc1NC(=S)N1CCC(c2ccccc2)C1 (stereo unspecified)
  -0.09 | i
- O=C(O)c1ccc(NC(=O)C2C3CCC(C3)C2C(=O)O)cc1 (stereo unspecified)
  -0.29 | i
- Cc1ccc(OCCn2c(NC(=O)c3ccco3)nc3ccccc32)cc1
  -1.2 | i
- NC(=O)c1cc[n+](Cc2ccc([N+](=O)[O-])cc2)cc1
  -2 | i
- CC1CN(S(=O)(=O)c2ccc(CN3C(=O)c4cccnc4C3=O)s2)c2ccccc2O1 (stereo unspecified)
  -0.82 | i

Part of the list above, with tabs.
canonical_smiles	Kir21 inh	KCNQ2 inh
Cc1ccc(OCCn2c(NC(=O)c3ccco3)nc3ccccc32)cc1	-1.2	i
NC(=O)c1cc[n+](Cc2ccc([N+](=O)[O-])cc2)cc1	-2	i

Screening results from PubChem BioAssay.
